# Bioassay records: PubChem, National Center for Advancing Translational Sciences (NCATS)
# GAA glycogen mod: qHTS Assay for Inhibitors and Activators of Human alpha-Glucosidase Cleavage of Glycogen; Lysosomal alpha-glucosidase (Homo sapiens), P10253; recombinant GAA, glycogen substrate, Amplex Red glucose oxidase fluorescence; Potency, µM (highest dose often 76.4 µM), for inactives: at the top dose activity change, negative = inhibition, actives largely listed as inhibitors; 300,000 tested, 0.38% active;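 also: 0% = full enzyme reaction and -100% = no-enzyme basal signal; the screen sought inhibitors and activators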
#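 qHTS, 1536-well; enzyme 4 nM final; cpd up to 77 uM; substrate bovine liver glycogen 30 ug; 50 mM citrate/phosphate pH 5.0, 0.01% Tween-20; 37 C, 40 min; Amplex Red detection 45 min RT; Hill fit → AC50.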
# Epigenetic reg: Quantitative High-Throughput Screen for Regulators of Epigenetic Control; murine LDR cells, GFP reporter derepression, 30 h; Potency, µM (titrated, usually from 53.9 µM), without a hit: at the highest dose GFP activation, most hits filed as activators; 280,000 tested, 0.2% active; AID 1865, 2009; also: % of control where 0% means no effect; nearly all actives have a fitted effect of over 60% in size
#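 Reporter derepression read as number of fluorescent GFP-positive objects, 20-120 um in size, counted by laser-scanning cytometer. Mouse LDR line with an epigenetically silenced CMV-GFP locus; compound incubation 30 h, 37 C.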
# GAA spleen mod: qHTS Assay for Inhibitors and Activators of Human alpha-Glucosidase From Spleen Homogenate; Lysosomal alpha-glucosidase (Homo sapiens), P10253; 240,000 tested, 0.006% active; Potency, µM (series often up to 79.9 µM), without a hit: top-dose activity change, negative = inhibition, usual class: inhibitors; human spleen homogenate, 4-MU-alpha-glucoside fluorescence;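 also: 0% = enzyme with vehicle and -100% = no enzyme basal signal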
#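 Human spleen homogenate (1 ug) incubated with compounds and 1 mM 4-methylumbelliferyl-alpha-D-glucopyranoside in pH 5.0 citrate/phosphate buffer, 37 C, 40 min. Stopped at pH 10; 4-MU fluorescence (Ex 365/Em 440 nm); AC50 by Hill fit.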
# NPSR antag: qHTS Assay for Antagonists of the Neuropeptide S Receptor: cAMP Signal Transduction; Q6W5P4; CHO-NPSR cells, cAMP TR-FRET, antagonist mode; Potency, µM (doses to about 38.3 µM), for inactives: top-dose activity change, negative = inhibition, usual class: inhibitors; 220,000 tested, 1% active; AID 1461, 2008; also: % is scaled to controls: 0 for no effect and ±100 for the full control effect; nearly all actives have a fitted effect of over 50% in size; many of its hits are not listed in these tables
# Target sequence (Q6W5P4 whole entry, looked up): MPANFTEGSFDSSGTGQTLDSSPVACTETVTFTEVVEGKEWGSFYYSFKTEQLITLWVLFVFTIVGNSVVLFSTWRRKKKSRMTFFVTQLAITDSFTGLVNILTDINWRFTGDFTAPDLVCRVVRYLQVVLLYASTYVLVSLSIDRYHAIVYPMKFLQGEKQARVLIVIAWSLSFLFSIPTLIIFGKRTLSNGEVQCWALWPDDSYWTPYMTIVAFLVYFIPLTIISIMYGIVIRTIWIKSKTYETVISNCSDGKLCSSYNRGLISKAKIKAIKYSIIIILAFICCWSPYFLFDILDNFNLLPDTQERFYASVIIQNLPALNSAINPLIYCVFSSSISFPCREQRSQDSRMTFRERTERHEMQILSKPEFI
# GLA spleen mod: qHTS Assay for Inhibitors and Activators of Human alpha-Galactosidase From Spleen Homogenate; Alpha-galactosidase A (Homo sapiens), P06280; human spleen homogenate, 4MU-alpha-Gal fluorescence, 40 min; Potency, µM (highest dose often 80 µM), for inactives: at the top dose activity change, negative = inhibition, usual class: inhibitors; 240,000 tested, 0.008% active;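 also: 0% = enzyme with vehicle and -100% = no enzyme basal signal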
# Target sequence (P06280 32-429 limits assumed): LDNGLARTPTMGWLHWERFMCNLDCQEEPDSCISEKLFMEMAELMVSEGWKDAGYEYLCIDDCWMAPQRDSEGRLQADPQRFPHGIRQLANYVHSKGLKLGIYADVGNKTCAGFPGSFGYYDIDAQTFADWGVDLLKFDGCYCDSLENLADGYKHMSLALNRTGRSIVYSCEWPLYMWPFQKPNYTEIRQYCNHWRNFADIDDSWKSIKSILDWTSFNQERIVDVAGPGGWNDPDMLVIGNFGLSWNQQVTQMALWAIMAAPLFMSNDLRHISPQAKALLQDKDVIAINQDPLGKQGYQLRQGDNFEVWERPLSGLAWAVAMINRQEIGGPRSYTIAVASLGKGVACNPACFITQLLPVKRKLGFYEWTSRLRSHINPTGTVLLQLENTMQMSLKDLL
#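 Human spleen homogenate (1 ug) as enzyme source, 4-methylumbelliferyl-alpha-D-galactopyranoside 1 mM final, citrate/phosphate pH 5.0 with 0.01% Tween-20. Compounds 40 min at 37C, NaOH/glycine stop; fluorescence Ex 365/Em 440, Hill-fit AC50.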
# GAA inhib: qHTS Assay for Inhibitors of Human alpha-Glucosidase as a Potential Chaperone Treatment of Pompe Disease; Lysosomal alpha-glucosidase (Homo sapiens), P10253; purified human GAA, 4-MU-alpha-glucoside fluorescence; Potency, µM (series often up to 76.9 µM), without a hit: at the highest dose activity change, negative = inhibition, usual class: inhibitors; 200,000 tested, 0.005% active; AID 1466, 2008;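 also: plate controls were uninhibited enzyme wells for no effect and no-enzyme background for full effect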
#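 Enzyme (4 nM final) mixed with compound (up to 77 uM), then 4-MU-alpha-D-pyranoside (400 uM final) added; 20 min at room temperature, pH 5.0. Reaction stopped at pH 10, fluorescence read, AC50 derived by Hill fit.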
# Tau fluor counter: Counterscreen qHTS for Inhibitors of Tau Fibril Formation, Fluorescence Polarization | 280,000 tested, 0.93% active | tau K18 P301L (four-repeat tau fragment) Alexa594 fluorescence, heparin fibrillization | Potency, µM (highest dose often 57.7 µM), inactives show at the top dose activity change, negative = decrease; also: % is scaled to controls: 0 for no effect and ±100 for the full control effect; nearly all actives have a fitted effect of over 55% in size
#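 Human K18 P301L tau (15 uM unlabeled plus 0.24 uM Alexa 594-labeled, final) in 100 mM sodium acetate pH 7 was mixed with compound and 20 uM heparin and incubated 6 hr at 37 C.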
# ALDH1A1 block: qHTS Assay for Inhibitors of Aldehyde Dehydrogenase 1 (ALDH1A1); 220,000 tested, 7.3% active; Potency, µM (top dose mostly 75.3 µM), without a hit: at the top dose activity, negative = inhibition, actives largely listed as inhibitors; Purified ALDH1A1, NADH fluorescence, propionaldehyde substrate; active = well fitted inhibition curve with a large enough effect, not every such curve was filed as active; inconclusive = small, poorly fitted or top-dose-only effect, or another doubt; inactive = no such curve, though single readings can be large or run the other way;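 also: plate controls were no enzyme wells and a reference inhibitor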
# Numbers without * were called inactive; u = inconclusive; x = not tested or not shown; & = joins results of further samples; [ ] = dose if it differs, or a comment. Unless noted, calls follow the shape of the dose curve; as a rule, active = well fitted curve in the direction sought with a large enough effect; inconclusive = small, poorly fitted or top-dose-only effect, or another doubt; inactive = no such curve, though single readings can be large; an effect the other way counts as inactive or inconclusive. Potency is read from the fitted curve at half-maximal effect. These rows are one share of the data. The share of hits here may be higher or lower than overall.
Molecule	GAA glycogen mod	Epigenetic reg	GAA spleen mod	NPSR antag	GLA spleen mod	GAA inhib	Tau fluor counter	ALDH1A1 block
Cc1ccc(S(=O)(=O)N2CCN(C(=O)c3cc4c(C)nn(-c5ccccc5C)c4s3)CC2)cc1	-8%	-0.9%	-5%	u	-1%	u	-7%	-1%
O=C(Nc1nnc(-c2ccc(Cl)cc2)o1)C1=COCCO1	-3%	-1.3%	8%	6%	3%	4%	6%	4%
COc1ccccc1N1CCN(CCN2C(=O)c3ccccc3C(C)(C)C2=O)CC1	x	1.1%&4.3%	-2%&3%	x	-3%&3%	x	-14%&-12%	-2%&-1%
CO[C@@H]1/C=C\CC(=O)N2CCC[C@@H]2C(=O)OC[C@@H](C)C(=O)OC[C@H]1C	x	1.1%[10.1 µM]	4%[17.4 µM]	x	2%[17.5 µM]	x	-5%[11.6 µM]	13%[13.5 µM]
CC1CN(S(=O)(=O)c2ccc(C(=O)Nc3nc(-c4cc5ccccc5o4)cs3)cc2)CC(C)O1 (stereo unspecified)	4%	1.5%	-1%	u	-6%	2%	-14%	u
CCCCN(CCCC)CC(O)Cn1c2ccccc2c(=O)c2ccccc21 (stereo unspecified)	-7%	-0.6%	6%	-51%	12%	x	-9%	x
Cc1ccccc1-c1cc(C(=O)Nc2sc(C(=O)OC(C)C)c(C)c2C#N)c2ccccc2n1	-11%	-1.9%	6%	-18%[46.1 µM]	5%	-8%	-24%	8.9µM*
COc1ccc(C2=CC3=C(Br)C(=O)C(C)(OC(=O)C4CCCC4)C(=O)C3=CO2)cc1 (stereo unspecified)	-11%	-1.1%&-3.3%	3%&-2%	1%	-1%&-3%	x	-15%&-29%	6%
CC(C)n1cc(NC(=O)C2CC(c3cccc(Br)c3)=NO2)cn1 (stereo unspecified)	3%	0.1%	-5%	-13%[46.1 µM]	-4%	-4%	-20%	-1%
COCCNC(=O)C(=O)N/N=C(\C)CC(=O)Nc1cccnc1	-15%	1.8%	2%	-23%	4%	-8%	-7%	-8%
CCCCNc1nc(C)nc2c1nc(-c1ccccc1)n2CCN1CCCC1	x	0.4%	5%	x	10%	x	-2%	u
COc1ccc(CCN(C)C(=O)CSc2ncnc3sccc23)cc1OC	3%	-0.8%	-8%	13%	-7%	-1%	-10%	-1%
CCC(CC)NC(=O)Cc1ccccc1[N+](=O)[O-]	2%	-0.9%	-4%	2%[46.1 µM]	-3%	4%	-14%	7%
O=C(Nc1ccc(Cl)cc1)c1ccc(-c2ccccn2)s1	4%	0.0%	3%	-36%	2%	x	-27%	x
COC(=O)C1=C(C)N=c2s/c(=C/c3cccs3)c(=O)n2C1c1cccs1 (stereo unspecified)	-1%	0.8%	-3%	-7%[46.1 µM]	-1%	u	-9%	13%
Cc1ccccc1C(=O)N1CCN(c2ccc(NC(=O)c3ccccc3[N+](=O)[O-])cc2)CC1	5%	10%	9%	11%	2%	7%	-18%	6%
Cc1ccnc(Sc2ccc([N+](=O)[O-])cc2[N+](=O)[O-])n1	-5%	0.0%	-6%	17%[46.1 µM]	4%	-2%	u	u
O=C(NC1CCS(=O)(=O)C1)/C(=C/c1ccco1)NC(=O)c1ccccc1 (stereo unspecified)	-20%	0.0%	-3%	1%	-9%	10%	8%	-2%
CCN(CCO)c1ncnc2c1sc1nc(C(C)C)c3c(c12)CC(C)(C)OC3	19%	-1.1%	-2%	u	7%	3%	-14%	u
O=c1nc2n(c3ccccc13)Cc1ccccc1-2	4%	-0.3%	-2%	8%[46.1 µM]	0%	4%	3%	0%
OCC1CCCCN1CCNCc1cn[nH]c1-c1cccc2ccccc12 (stereo unspecified)	2%	0.0%	7%	10%	3%	x	8%	x
O=C(N/N=C/c1ccc2c(c1)OCO2)C(O)c1ccccc1 (stereo unspecified)	-3%	3.2%	3%	6%	-8%	-5%	6%	u
Cc1onc(C(=O)NCc2ccc(F)cc2)c1[N+](=O)[O-]	2%	5.3%	1%	31%	9%	3%	-17%	17%
N=c1ccn(Cc2ccc(Cl)cc2Cl)cc1	8%	-0.7%	0%	1%[46.1 µM]	7%	-3%	0%	15%

# Three entries picked at random from the list so far:
Molecule	GAA glycogen mod	Epigenetic reg	GAA spleen mod	NPSR antag	GLA spleen mod	GAA inhib	Tau fluor counter	ALDH1A1 block
CCCCN(CCCC)CC(O)Cn1c2ccccc2c(=O)c2ccccc21 (stereo unspecified)	-7%	-0.6%	6%	-51%	12%	x	-9%	x
O=C(N/N=C/c1ccc2c(c1)OCO2)C(O)c1ccccc1 (stereo unspecified)	-3%	3.2%	3%	6%	-8%	-5%	6%	u
CC(C)n1cc(NC(=O)C2CC(c3cccc(Br)c3)=NO2)cn1 (stereo unspecified)	3%	0.1%	-5%	-13%[46.1 µM]	-4%	-4%	-20%	-1%

# Additional compounds
Molecule	GAA glycogen mod	Epigenetic reg	GAA spleen mod	NPSR antag	GLA spleen mod	GAA inhib	Tau fluor counter	ALDH1A1 block
Cc1ccc(/C=C(\C#N)C(=O)Nc2cccc3ncccc23)o1	9%	10%	-4%	-7%	-7%	2%	-21%	8.9µM*
S=C(Nc1ccccc1Cl)N(Cc1ccccc1)Cc1cccnc1	-1%	0.0%	-1%	-29%	-8%	-2%	-2%	7%
CCn1c2ccccc2c2cc(NC(=O)COC(=O)c3cc(Cl)c(N)cc3OC)ccc21	5%	4.3%	-4%	-22%	6%	x	10µM*[quencher]	x
O=C(COc1ccc(S(=O)(=O)N2CCCCC2)cc1)NC1CCCCC1	1%	0.0%	-6%	2%[46.1 µM]	-2%	1%	-14%	u
COc1ccc(C2NC(=O)C(C#N)=C(S)N2c2ccccc2)cc1OC (stereo unspecified)	3%	5.3%	-2%	0%	-1%	4%	-12%	u
COc1cc(NS(=O)(=O)c2ccc(NC(=O)COc3ccccc3Cl)cc2)nc(OC)n1	-23%	-0.2%	0%	-14%[46.1 µM]	-2%	0%	-15%	4%
CN(CC(=O)Nn1cnnc1)S(=O)(=O)c1cc(Cl)ccc1Cl	5%	-1.0%	-6%	1%[46.1 µM]	-6%	-2%	-1%	6%
Clc1ccc(-n2nnc(-c3cccnc3)n2)cc1Cl	2%	-0.2%	0%	-17%	-16%	x	-24%	-7%
CCCn1c(-c2ccc(F)cc2)nc2c(N(C)CCN(C)C)nc(C)nc21	x	2.3%	2%	x	-6%	x	-2%	u
O=C(CSc1nc2ccccc2c(=O)n1Cc1ccco1)NCCN1C(=O)CSC1=O	5%	0.5%	1%	-14%	-4%	-4%[15.4 µM]	-11%	u
CN(CCC#N)CC(=O)Nc1ccc(NC(=O)CN(C)CCC#N)cc1	2%	-1.8%	-1%	-6%[46.1 µM]	5%	-8%	3%	u
Cc1c(NC(=O)/C(C#N)=C/c2c(N3CCCCC3)nc3ccccn3c2=O)c(=O)n(-c2ccccc2)n1C	4%	2.4%	-5%	-9%[7.67 µM]	-3%	x	1%	x
O=c1c2c(ncn1CCO)nc1n2CCC1	9%	-0.1%	-8%	10%[46.1 µM]	-3%	4%	1%	4%
COc1ccc(CCn2c(=O)[nH]c3cc(C(=O)N4CCN(c5ccccc5)CC4)ccc3c2=O)cc1OC	-5%	1.6%&1.3%	4%	9%	4%	2%	-4%&-12%	6%
COc1ccc(NC(=O)CSc2nnc(C(C)C)n2N)cc1	-3%	1.3%	9%	18%[46.1 µM]	-1%	-6%	7%	u
CN(C)C(CNC(=O)c1ccc(NC(=O)CC#N)cc1)c1ccccc1 (stereo unspecified)	2%	2.2%	1%	5%	1%	5%	-26%	-9%
COc1ccccc1N(CC(=O)NCC1CCCO1)C(=O)CNS(=O)(=O)c1ccccc1 (stereo unspecified)	-4%	-1.5%	-1%	11%	-3%	x	6%	x
CCOc1ccccc1N1CCN(S(=O)(=O)c2cccc3nsnc23)CC1	-4%	-2.1%	-6%	-26%[46.1 µM]	3%	-16%	-13%	-3%
O=C(CSc1nnc(-c2ccc(OC(F)F)cc2)o1)NC(=O)NCc1ccco1	-1%	-3.0%	0%	1%[46.1 µM]	2%	-5%	-11%	6%
CCOc1ccc(NC(=S)N2CCC(N(C)CCN3CCOCC3)CC2)cc1	2%	1.9%	-5%	11%	-2%	4%	-2%	6%
COC(=O)c1sccc1NC(=O)/C=C\c1ccc(Cl)cc1Cl	-6%	-1.5%	-6%	u	1%	-3%	-1%	1%
CCn1ccnc1CN(C)Cc1cn(-c2cccc(C)c2)nc1-c1cccc(F)c1	-6%	-1.7%	-21%	u	-2%	-21%	-12%	20µM*
COc1ccc(N/C(=C(/C(Cl)=C(Cl)Cl)[N+](=O)[O-])n2nnc3ccccc32)cc1	14%	-2.9%	3%	-8%[46.1 µM]	0%	-6%	-24%	16µM*
CC(C)CCn1cnc2c(NCc3ccccc3)ncnc21	8%	1.2%	-5%	-13%[46.1 µM]	-5%	-2%	-5%	6%
Cc1ccc(Nc2nc(C3CC3)cs2)cc1	-28%	-1.0%	-11%	-9%	-12%	1%	u	u
Cc1ccc(CNC(=O)c2ccccc2N(C)S(C)(=O)=O)cc1	-13%	-1.9%	-8%	17%	-18%	13%	0%	u
CSc1nc2n(n1)C(c1cccs1)C1=C(CCCC1=O)N2 (stereo unspecified)	-14%	-0.1%	5%	-2%	u	x	14%	u
OCC[C@@H]1C[C@@H](O)[C@H](O)[C@]2(CCCCO2)O1	-2%	1.9%	-12%	7%	-9%	3%	-2%	11%
CCc1ccc(-n2c(=O)c3c(C)c(C)sc3n(CC(=O)NCC3CCCO3)c2=O)cc1 (stereo unspecified)	6%	-1.1%	-16%	-6%	6%	-6%	-12%	8%
Nc1nonc1C(=O)NCCNC(=O)c1ccccc1F	3%	-2.0%	2%	-6%[46.1 µM]	5%	1%	4%	1%
